West Nile antiviral: West Nile virus antiviral activity, cell-based, CPE readout (AID 1621). West Nile virus-infected cells, CPE inhibition; higher % means a stronger effect. CPE inhibition, % at 10 µM, or IC50 in µM where a hit was titrated. 290,000 tested, 0.02% active; in the data active = a potency from the dose series; inconclusive = CPE inhibition mostly from about 3.7% at the one dose, without a potency; inactive = the rest, 99 in 100 with CPE inhibition below about 2.2%; note: strong numbers were not always called active
GPR35 arrestin U2OS: inhibition of zaprinast-stimulated GPR35 beta-arrestin translocation – imaging, U2OS, beta-arrestin-GFP, zaprinast agonist, primary screen (AID 2058) | 290,000 tested, 0.052% active | inhibition, % at 10 µM; hits with a dose series show IC50 in µM | U2OS GPR35 beta-arrestin-GFP translocation imaging, zaprinast antagonism; higher % means a stronger effect;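 active = inhibition of at least 50% with at least 30 cells and total cytoplasm GFP at most 10,000,000; inconclusive = under 30 cells or total GFP of 10,000,000 plus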
RSV CPE inhibition: inhibition of RSV-induced cytopathic effect – HEp-2 cells, primary 10 µM value included (AID 2391); HEp-2 cells, RSV-induced CPE inhibition; higher % means a stronger effect; one-dose CPE inhibition, % at 10 µM; IC50 in µM for titrated hits; 310,000 tested, 0.13% active; in the data active = a potency from the dose series; inconclusive = CPE inhibition mostly from about 23% at the one dose, without a potency; inactive = the rest, 99 in 100 with CPE inhibition below about 21%; note: strong numbers were not always called active
ER stress rescue: protection against thapsigargin-triggered cell killing – 384-well, CSM14.1, ATP luminescence, primary screen (AID 1222); 190,000 tested, under 10 active; one-dose cellular ATP content (survival), % at 20 µM; EC50 in µM for titrated hits; CSM14.1 thapsigargin-induced death rescue, ATP luminescence; higher % means a stronger effect;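 active = EC50 below 50 µM in the dose-response confirmation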;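 note: death triggered by thapsigargin at about 15 µM added after 2 h compound pretreatment; cell ATP read after overnight thapsigargin exposure of roughly 18 to 22 hours; normalized against plate controls of thapsigargin alone and 5% DMSO vehicle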
Rac1 GTP hydrolysis: MgcRacGAP GTPase-activating activity inhibitors, confirmation, biochemical, ADP Hunter fluorescence; inhibition, % at 30 µM; hits with a dose series show IC50 in µM; 340,000 tested, 0.6% active; AID 624330; MgcRacGAP-stimulated Rac1 GTP hydrolysis, ADP Hunter fluorescence; higher % means a stronger effect; GST-tagged Rac1 F28L mutant substrate;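 active = first-screen hits whose inhibition reached a set limit at any dose in the follow-up dose series; inconclusive = inhibition above the set first-screen limit but never retested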;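 note: fluorescence reports GDP produced by GAP-driven GTP hydrolysis; strong numbers were not always called active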
LYP phosphatase: inhibitors of LYP phosphatase, biochemical, fluorescence intensity, uHTS (AID 1779); 290,000 tested, 0.054% active; inhibition, % at 11.5 µM; hits with a dose series show IC50 in µM; recombinant LYP phosphatase, fluorescence intensity; higher % means a stronger effect; in the data active = inhibition above about 50%;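 note: plate controls were vehicle with enzyme for no effect and no enzyme for full effect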
PhoP inhibition: inhibitors of PhoP regulon expression, primary screen, Salmonella Typhimurium, GFP reporter (AID 1863); 300,000 tested, 0.16% active; inhibition, % at 50 µM; hits with a dose series show IC50 in µM; S. Typhimurium PhoP-regulated promoter GFP reporter, 4 h; higher % means a stronger effect;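 active = inhibition over 29.93%, a cutoff 3 SD above the screen mean, later confirmed by dose response; inconclusive = inhibition over 29.93% but no dose response follow-up; inactive = inhibition at most 29.93% or unconfirmed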;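 note: 0% = low Mg2+ inducing control and 100% = high Mg2+ repressing control; strong numbers were not always called active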
Dengue-2 NS5 capping: Dengue-2 NS5 methyltransferase inhibitors, primary screen, biochemical, confirmation dose response (AID 588689); inhibition, % at 25 µM, or IC50 in µM where a hit was titrated; Dengue-2 NS5 methyltransferase capping enzyme assay, biochemical; higher % means a stronger effect; 340,000 tested, 0.3% active; in the data active = a potency from the dose series; inconclusive = inhibition above about 29% without an active follow-up result
SV40 large T antigen: TAg ATPase/helicase activity blockers – biochemical (AID 1903); SV40 large T antigen ATPase/helicase inhibition assay; higher % means a stronger effect; inhibition, % at 20 µM; hits with a dose series show IC50 in µM; 310,000 tested, 0.39% active; in the data active = a potency from the dose series; inconclusive = inhibition mostly from about 32% at the one dose, without a potency; inactive = the rest, 99 in 100 with inhibition below about 32%; note: strong numbers were not always called active
Active calls of the source: *; ? = inconclusive; . = no result given.

| Compound | West Nile antiviral | GPR35 arrestin U2OS | RSV CPE inhibition | ER stress rescue | Rac1 GTP hydrolysis | LYP phosphatase | PhoP inhibition | Dengue-2 NS5 capping | SV40 large T antigen |
| --- | --- | --- | --- | --- | --- | --- | --- | --- | --- |
| CCOc1cccc(C2C(C(=O)c3cccs3)=C(O)C(=O)N2Cc2cccnc2)c1 (centres undefined) | 0.8% | 8% | 0.0% | 0.3% | 1% | -2% | 6% | -4% | 14% |
| Cc1ccc(C)n1-c1ccc(C(=O)NCC2CCCO2)cc1 (centres undefined) | -0.2% | 23% | 1.0% | 0.6% | 4% | -8% | -5% | -4% | 1% |
| Cc1cccc(C)c1NC(=O)CSc1ccc([N+](=O)[O-])cn1 | -0.4% | -3% | 2.2% | 6.8% | 4% | -4% | -4% | -18% | 2% |
| Cc1ccc(NC(=O)Cn2c3ccc(F)cc3c3nc4n(c(=O)c32)CCS4)cc1F | -0.1% | 18% | 4.1% | -5.0% | 5% | 0% | 1% | -4% | 9% |
| CCOc1ccc(C(C)=O)cc1COC(=O)c1cc([N+](=O)[O-])ccc1N1CCOCC1 | . | . | -1.1% | . | -2% | . | 3% | 5% | 9% |
| O=C(Cc1ccccc1)NCC(=O)OCC(=O)c1ccccc1Cl | 0.7% | -11% | 8.2% | -0.8% | 5% | -9% | 0% | -6% | 0% |
| C/C(=N\NC(=O)C(=O)N/N=C(\C)c1cccc(O)c1)c1cccc(O)c1 | 0.0% | 7% | 1.4% | 2.4% | -2% | -2% | 3% | -1% | 18% |
| O=C(NC1CCCC1)c1ccc(CS(=O)Cc2ccccc2Cl)o1 (centres undefined) | 0.8% | -13% | 3.0% | . | 6% | -5% | -2% | -6% | 10% |
| COc1ccc(-c2nnn(CC(=O)NCc3ccc4c(c3)OCO4)n2)cc1OC | -0.9% | -1% | 0.2% | 0.0% | 3% | -4% | -7% | -1% | -3% |
| Cn1cc(Br)c(C(=O)Nc2nccs2)n1 | 0.1% | 17% | 0.9% | 0.0% | 10% | -7% | -6% | -5% | 2% |
| CC(C)c1ccc(NC(=S)Nc2ccc3[nH]c(=O)[nH]c3c2)cc1 | 0.1% | 16% | 5.9% | . | 25% | 4% | 3% | 0% | 20% |
| CCCCNC(=O)C1(c2ccc(OC)cc2)CCOCC1 | -0.5% | 6% | 0.6% | -2.6% | 10% | -6% | -5% | -3% | 6% |
| CN(C)CCNC(=S)Nc1ccc(-c2nc3ccccc3[nH]2)cc1 | -0.4% | -14% | 4.5% | -1.2% | -4% | -1% | 9% | -2% | 1% |
| Cc1ccc(-c2nc(-c3cccnc3)no2)c(C)c1 | 0.1% | -8% | 40% | -4.1% | -3% | -6% | -2% | -7% | 1% |
| CC1CC(=O)N(c2ccc(NCCc3ccc(O)cc3)c([N+](=O)[O-])c2)C1=O (centres undefined) | 0.1% | -17% | 1.8% | -5.5% | 53µM* | -5% | 1% | -6% | 27% |
| Nc1nonc1C(=O)N/N=C/c1cccc([N+](=O)[O-])c1 | -0.2% | -6% | 0.6% | -2.5% | 8% | 1% | -2% | 7% | 10% |
| Oc1ccc(N=Cc2ccc(O)c(O)c2)cc1 | 0.4% | -8% | 4.5% | 0.9% | ? | -2% | 50% | ? | 9.2µM* |
| CCOc1ccc(C(C)NC(=S)NCc2ccc(F)cc2)cc1 (centres undefined) | -0.2% | 14% | 3.2% | . | 8% | -5% | 5% | -8% | 3% |
| Cc1ccc(CN(CC(=O)NCCc2ccccc2)C(=O)CCCC(=O)Nc2cc(C)on2)cc1 | 0.9% | -2% | -1.7% | -1.6% | 5% | -4% | -7% | -3% | 12% |
| O=C(CNC(=O)c1cccs1)NCC(=O)OCc1ccccc1Cl | -0.2% | 21% | -1.0% | -2.6% | 5% | -7% | 1% | -4% | -1% |
| COc1ccccc1C(CCNCc1ccc(N(C)C)cc1)c1ccc(OC(C)C)cc1 (centres undefined) | -2.8% | -14% | -2.2% | . | 1% | -4% | -1% | -2% | 18% |
| COc1cc(/C=C2/C(=O)NN(c3ccccc3)C2=O)cc(Br)c1O | 0.3% | 2% | -1.5% | . | 24% | -2% | 11% | -40% | 34% |
| CCOc1ccc(C(=O)Nc2c3c(nn2-c2cccc(Cl)c2)CS(=O)C3)cc1 (centres undefined) | 0.0% | 1% | 2.6% | 1.4% | 5% | -5% | -7% | 2% | 6% |
| CCN(CC)CC#CCC(O)(c1ccccc1)c1ccc(Br)cc1 (centres undefined) | -1.8% | -2% | -2.5% | -4.2% | 7% | -3% | . | -4% | . |
| CCC(=O)c1ccccc1OCCSc1nc(C)cc(=O)[nH]1 | -0.4% | 0% | -0.8% | -1.1% | 7% | -1% | -2% | -3% | 7% |
| O=C(CN(Cc1ccco1)C(=O)Cn1nnc(-c2ccc(F)cc2)n1)NC1CCCC1 | . | 5% | 1.6% | -1.5% | 8% | -2% | -8% | -6% | 14% |
| CCCC(=O)N/C(N)=N/c1nc(C)c2cc(C)ccc2n1 | -0.6% | 4% | ? | . | . | -1% | -9% | . | 8% |
| COc1cccc(OC)c1C(=O)OCC(=O)/C(C#N)=C(\C)N | -0.2% | 10% | 13% | -1.0% | 0% | -9% | -3% | 0% | 3% |
| CC(=O)NNc1nc(-c2ccc(C)cc2)cs1 | -0.2% | 13% | 2.4% | -0.3% | 4% | -5% | 2% | -2% | 12% |
| COc1cccc(C(=O)C2CN(c3ccccc3)CC2c2ccc(Cl)cc2)c1 (centres undefined) | 0.0% | -13% | 1.9% | -3.0% | 7% | 5% | 17% | -8% | -16% |

Marked active in SV40 large T antigen, among the entries above:
| Structure | West Nile antiviral | GPR35 arrestin U2OS | RSV CPE inhibition | Rac1 GTP hydrolysis | LYP phosphatase | PhoP inhibition | Dengue-2 NS5 capping | SV40 large T antigen |
| --- | --- | --- | --- | --- | --- | --- | --- | --- |
| Oc1ccc(N=Cc2ccc(O)c(O)c2)cc1 | 0.4% | -8% | 4.5% | ? | -2% | 50% | ? | 9.2µM* |

Returning to the listing, starting four compounds before the break.
| Compound | West Nile antiviral | GPR35 arrestin U2OS | RSV CPE inhibition | ER stress rescue | Rac1 GTP hydrolysis | LYP phosphatase | PhoP inhibition | Dengue-2 NS5 capping | SV40 large T antigen |
| --- | --- | --- | --- | --- | --- | --- | --- | --- | --- |
| CCCC(=O)N/C(N)=N/c1nc(C)c2cc(C)ccc2n1 | -0.6% | 4% | ? | . | . | -1% | -9% | . | 8% |
| COc1cccc(OC)c1C(=O)OCC(=O)/C(C#N)=C(\C)N | -0.2% | 10% | 13% | -1.0% | 0% | -9% | -3% | 0% | 3% |
| CC(=O)NNc1nc(-c2ccc(C)cc2)cs1 | -0.2% | 13% | 2.4% | -0.3% | 4% | -5% | 2% | -2% | 12% |
| COc1cccc(C(=O)C2CN(c3ccccc3)CC2c2ccc(Cl)cc2)c1 (centres undefined) | 0.0% | -13% | 1.9% | -3.0% | 7% | 5% | 17% | -8% | -16% |
| CCOC(=O)c1ccc(Nc2cc(C)nc3ncnn23)cc1 | 0.0% | 1% | -0.7% | -1.1% | 11% | 0% | 6% | 6% | 4% |
| CCOC(=O)Nc1ccc2c(c1)nc1n2CCN(CCOC)C1 | 0.1% | 4% | 0.3% | . | 8% | -7% | -9% | -9% | 23% |
| O=C(/C=C/NNC(=O)c1cccc(Br)c1)c1cccc(Br)c1 | -1.0% | -1% | 14% | 2.2% | 12% | 3% | -10% | -7% | 21% |
| CCn1c(CNC(=O)c2ccc3c(c2)OCO3)nnc1SCC(=O)Nc1ccccc1F | -0.2% | 1% | 0.8% | . | 5% | -14% | -2% | 2% | 9% |
| O=S(=O)(c1ccc(Br)cc1)N1CCOC12CCCCC2 | -1.1% | 1% | 4.8% | -1.8% | . | -4% | -1% | . | 4% |
| COc1ccc(C(=O)NCC(=O)OCc2ccc(F)cc2Cl)cc1OC | 0.6% | -2% | 1.7% | 0.6% | -9% | 5% | 1% | . | 30% |
| CC1CCN(c2ncnc3c2cnn3Cc2ccc(Cl)cc2)CC1 | 0.0% | 15% | 21% | -1.4% | 1% | -6% | 14% | -3% | 20% |
| CCc1cccc(NC(=S)N(CCCN2CCOCC2)C(C)c2cc3cccc(OC)c3o2)c1 (centres undefined) | -0.6% | 12% | 0.9% | -0.3% | 9% | -7% | 1% | -8% | 13% |
| CSCCC(NS(=O)(=O)c1cccc(C(F)(F)F)c1)C(=O)Nc1ccccc1N1CCCC1 (centres undefined) | . | . | 19% | . | 5% | . | -7% | -2% | 11% |
| Cc1ccc(OCc2nnc(SCc3ccc(C#N)cc3)n2-c2ccc(C)cc2)cc1 | 0.2% | -11% | 14% | 0.5% | -1% | -1% | 0% | -4% | -7% |
| COc1ccc(CN2CCC(Oc3ccc(C(=O)NCc4ccccn4)cc3)CC2)c(F)c1 | -0.7% | -10% | 7.0% | . | 7% | -11% | 6% | -7% | 20% |
| O=C(C1CCC(=O)N(C2CC2)C1)N1CCN(c2ccc(Cl)cc2)CC1 (centres undefined) | -0.9% | -6% | 0.8% | . | 9% | -10% | -2% | 0% | 12% |
| CC1(C)C(=O)Nc2ccccc2N1C(=O)CN1C(=O)NC(CCc2ccccc2)C1=O (centres undefined) | 0.5% | -2% | 1.9% | -1.0% | 3% | -1% | 3% | -3% | 16% |
| CN(C)CCCNc1ncnc2c1cnn2-c1ccccc1 | -0.2% | 5% | 1.1% | -0.5% | -1% | -9% | -8% | 24% | 2% |
| C=C(C)CSc1nnc2n(Cc3ccccc3)c(=O)c3c4c(sc3n12)CCC4 | . | 10% | . | -2.8% | 10% | -10% | -4% | . | 8% |
| O=C(NCc1n[nH]c(=S)n1-c1ccc(Cl)c(Cl)c1)c1ccc(S(=O)(=O)N2CCOCC2)cc1 | -0.2% | 7% | 0.5% | . | 2% | 1% | -10% | 5% | 5% |
| C/C(=N\NC(=O)c1ccc(NS(=O)(=O)c2cccs2)cc1)c1ccncc1 | 0.2% | 28% | 3.9% | -0.1% | 1% | -7% | 0% | -7% | 7% |
| Cc1cc(OCc2cccc(Cl)c2)c(C)cc1CN1CCOCC1 | -1.1% | 2% | 19% | -1.2% | 7% | -4% | -8% | 4% | 7% |
| COc1ccc(C(=O)N2CCNC(=O)C2CC(=O)Nc2cccc(Cl)c2Cl)cc1 (centres undefined) | -1.4% | 9% | 1.2% | . | 0% | -5% | 7% | 5% | 12% |
| O=C(CCc1nc(-c2ccc(Cl)cc2)no1)NCC1CCCO1 (centres undefined) | -1.2% | 2% | 1.7% | -0.8% | -6% | -1% | -7% | -2% | 4% |
| CCOC(=O)c1sc(NCc2ccco2)c(-c2nc3ccccc3s2)c1N | -0.5% | -5% | 1.0% | -1.4% | 10% | 2% | 6% | -1% | 3% |
